Nrf2 ARE act – qHTS of Nrf2 Activators; AREc32 ARE-luciferase reporter (MCF7-derived line), luminescence, 24 h; Potency, µM (titrated, usually from 46.1 µM), inactives show top-dose activation, most hits filed as activators; 0.31% of 410,000 active; note: potency is the fitted concentration of half-maximal effect; % of control where 0% means no effect; nearly all actives have a fitted effect of over 65% in size
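Each well held 1000 AREc32 cells, which were incubated with compound for 24 hr at 37 deg C after overnight attachment, and ARE reporter activity was quantified by firefly luciferase luminescence.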
HepG2 viability – qHTS for Inhibitors of TGF-b: Cytotox Counterscreen | AID 588856, 2011 | 0.76% of 410,000 active | HepG2 CAGA-GFP viability, ATP luminescence, 18 h | Potency, µM (titrated, usually from 46.1 µM), for the others: at the top dose activity change, negative = cytotoxicity, hits mostly cytotoxic; note: potency is the fitted concentration of half-maximal effect; some results filed as inactive show a strong effect at the top dose
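CellTiter-Glo luminescence gave cytotoxicity after 18 hours at 37 degrees C. The cells were HepG2 CAGA-GFP in 1% FBS DMEM, stimulated with 500 pg/mL TGF-beta after compound addition. %Activity was normalised to no-cell wells (complete cell-killing) and DMSO (no toxicity), and curves were fitted and classified.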
IL2 activator – qHTS of IL-2 Activators. 0.065% of 360,000 active. activation, % (series mostly up to about 46 µM). IL-2 activation reporter assay, cell-based qHTS; stimulated with anti-CD3/CD4/CD28 beads; in transgenic mouse T cells; in the data active = activation above about 50%; inconclusive = mostly about 30% to 49%; note: 0% is about no effect
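Unstimulated transgenic mouse T cells, 750 per well, received compound and, after 60 minutes, anti-CD3/anti-CD4 bead plus anti-CD28 stimulation. EGFP and DsRed were quantified after 18 hours.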
TGFb SMAD3 inh – qHTS for Inhibitors of TGF-b. Potency, µM (series often up to 46.1 µM), without a hit: at the highest dose activity, negative = inhibition, actives largely listed as inhibitors. 1.2% of 410,000 active. HepG2 CAGA-GFP TGF-b/SMAD3 reporter, GFP fluorescence, 18 h; TGF-beta stimulated, 500 pg/mL final. AID 588855, 2011; note: potency is the fitted concentration of half-maximal effect; % is set by controls: 0 for no effect and ±100 for the full control effect; nearly all actives have a fitted effect of over 65% in size
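Inhibition was scored as loss of TGF-beta-induced (500 pg/mL final, 18 hours, 37 degrees C) GFP in HEPG2 cells carrying a CAGA-GFP reporter, in DMEM with 1% FBS. Well GFP was summed per cell; Activity was normalised to unstimulated and stimulated DMSO wells, then concentration-response fitting.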
A549 tox – Nrf2 qHTS screen for inhibitors: counterscreen for cytotoxicity | A549 ARE-Fluc cells, CellTiter-Fluor viability, 18-24 h | Potency, µM (highest dose often 46 µM), without a hit: at the top dose activity change, negative = cytotoxicity, actives largely listed as inhibitors | 0.16% of 390,000 active | AID 504648, 2011; note: potency is the fitted concentration of half-maximal effect; % is set by controls: 0 for no effect and ±100 for the full control effect
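A549 ARE-Fluc cells in 5% FBS OPTI-MEM, 5000 cells/well, rested 2 h then exposed to compounds in concentration-response for 18-24 h at 37 °C. Viability by CellTiter-Fluor fluorescence (Ex 405/Em 525) after 30 min; luciferase luminescence (BugLite, 15 min, RT) read afterwards.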
ATXN2 expr inh – Primary qHTS for Inhibitors of ATXN expression; HEK-293 ATXN2-luciferase reporter, luminescence, 24 h; Potency, µM (top dose mostly 57 µM), for the others: at the top dose activity change, negative = inhibition, most hits filed as inhibitors; 0.72% of 360,000 active; note: potency is the fitted concentration of half-maximal effect; % is set by controls: 0 for no effect and ±100 for the full control effect; nearly all actives have a fitted effect of over 55% in size
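ATXN2-luciferase reporter cells (luciferase flanked by upstream and downstream ATXN2 gene portions) were treated 24 h at 37 °C with compounds at up to 57 uM. SteadyGlo luminescence gave expression; GF-AFC fluorescence gave viability.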
Nrf2 block – Nrf2 qHTS screen for inhibitors. 2.1% of 360,000 active. Potency, µM (top dose mostly 46 µM), for inactives: at the top dose activity change, negative = inhibition, actives largely listed as inhibitors. A549 ARE-Fluc reporter, luciferase luminescence, 18-24 h; note: potency is the fitted concentration of half-maximal effect; % is set by controls: 0 for no effect and ±100 for the full control effect; nearly all actives have a fitted effect of over 60% in size
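Quantitative HTS in A549 cells stably bearing an antioxidant response element-firefly luciferase construct. Inhibition of Nrf2-driven transcription was scored by luminescence after 18-24 h of compound exposure at 37 °C.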
EPAC2 ag – qHTS for Agonist of cAMP-regulated guanine nucleotide exchange factor 4 (EPAC2): primary screen | Rap guanine nucleotide exchange factor 4 (Homo sapiens), Q8WZA2 | Potency, µM (series often up to 154 µM), inactives show top-dose activation, actives largely listed as activators | EPAC2 activation, biochemical qHTS; response scale: 100% = 6.5 mM cAMP response | AID 720711, 2013 | 0.079% of 360,000 active; note: potency is the fitted concentration of half-maximal effect; nearly all actives have a fitted effect of over 50% in size
Target sequence (Q8WZA2 whole entry, looked up): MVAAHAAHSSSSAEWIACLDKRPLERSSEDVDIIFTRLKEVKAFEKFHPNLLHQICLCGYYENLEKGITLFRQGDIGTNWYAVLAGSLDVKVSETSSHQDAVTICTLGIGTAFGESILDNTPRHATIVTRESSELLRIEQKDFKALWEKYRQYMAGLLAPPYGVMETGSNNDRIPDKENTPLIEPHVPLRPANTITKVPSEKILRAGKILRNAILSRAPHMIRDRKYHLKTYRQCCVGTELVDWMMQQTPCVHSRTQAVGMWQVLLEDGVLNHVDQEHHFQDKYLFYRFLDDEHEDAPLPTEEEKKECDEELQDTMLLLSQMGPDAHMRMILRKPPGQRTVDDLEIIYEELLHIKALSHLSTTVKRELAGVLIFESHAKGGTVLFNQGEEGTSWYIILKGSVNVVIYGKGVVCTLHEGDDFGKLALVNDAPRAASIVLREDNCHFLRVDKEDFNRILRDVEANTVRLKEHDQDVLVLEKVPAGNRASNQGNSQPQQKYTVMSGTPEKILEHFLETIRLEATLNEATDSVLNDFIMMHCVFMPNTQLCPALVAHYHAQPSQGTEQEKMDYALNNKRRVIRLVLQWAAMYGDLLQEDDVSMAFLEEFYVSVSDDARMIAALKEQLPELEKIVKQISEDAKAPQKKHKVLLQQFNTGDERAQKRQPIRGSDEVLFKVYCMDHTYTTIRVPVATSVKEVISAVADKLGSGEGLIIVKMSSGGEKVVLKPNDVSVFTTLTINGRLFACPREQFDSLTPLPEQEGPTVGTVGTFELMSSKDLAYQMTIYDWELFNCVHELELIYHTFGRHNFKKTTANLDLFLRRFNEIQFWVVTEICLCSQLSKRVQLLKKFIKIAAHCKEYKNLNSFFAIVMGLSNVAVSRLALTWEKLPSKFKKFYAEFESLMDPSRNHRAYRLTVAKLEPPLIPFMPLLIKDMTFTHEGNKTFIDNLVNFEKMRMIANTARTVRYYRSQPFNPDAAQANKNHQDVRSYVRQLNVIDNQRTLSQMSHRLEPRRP
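In this primary screen, activation is scored as increased exchange of BODIPY-GDP from Rap1B by 100 nM EPAC2, with 50 uM GDP as competitor. Signal is normalized to the 6.5 mM cAMP agonist control.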
S2 tox – Viability Counterscreen for Primary qHTS for Inhibitors of ATXN expression | S2 cells (HEK-293 line with an ATXN2-luciferase reporter) viability, CellTiter-Fluor protease fluorescence, 24 h | Potency, µM (top dose mostly 56.7 µM), usual class: cytotoxic | 0.49% of 400,000 active | AID 651635, 2014; note: potency is the fitted concentration of half-maximal effect; nearly all actives have a fitted effect of over 40% in size
* hit, by the source's call; i = inactive; ? = inconclusive; . = not tested or not shown; & = joins results of further samples; [ ] = remark or other dose. Unless noted, calls come from the whole dose curve; as a rule, active = well fitted curve in the direction sought with a large enough effect; inconclusive = small, poorly fitted or top-dose-only effect, or another doubt; inactive = no such curve, though single readings can be large; an effect the other way counts as inactive or inconclusive.

SMILES	Nrf2 ARE act	HepG2 viability	IL2 activator	TGFb SMAD3 inh	A549 tox	ATXN2 expr inh	Nrf2 block	EPAC2 ag	S2 tox
CC(NS(=O)(=O)c1ccc(Br)cc1F)[C@H](O)c1ccccc1 (stereo not given in full)	0.2%	6%	-0.6	-7%	.	2%	.	14%	i
Cc1ccc(S(=O)(=O)CC(CN2CCOCC2)N2CCOCC2)cc1 (stereo not given)	-1.2%	60%	-0.3	-12%	-2%	-29%[11.3 µM]	21%	-2%	i
CCOC(=O)c1nnn(C(CC)C(=O)Nc2c(C)cccc2C)c1C(=O)OCC (stereo not given)	0.4%	0%	.	?	1%	0%	1%	.	i
O=C(COC(=O)C1CCN(S(=O)(=O)c2c(Cl)cccc2Cl)CC1)NCc1ccco1	2.1%	-7%	-1.8	-25%	-5%	2%	17%	6%	i
COc1ccc(NC(=O)N(C)[C@H]2C[C@H]3c4[nH]c5ccc(-c6ccc7c(c6)OCO7)cc5c4CCN3C[C@H]2[C@H](C)O)cc1	-5.8%	-83%	-3.1	?	.	16µM*	.	22%	20µM*
CCc1ccc(OCC(O)CN2CCN(c3ccc(OC)cc3)CC2)cc1 (stereo not given)	-0.6%	-32%	-2.1	-14%	-3%	-4%	-20%	6%	i
Cc1cc(=O)oc(C)c1C(=O)NCCc1ccc(F)cc1	0.0%	-9%	1.2	6%	-2%	-6%	-18%	-10%	i
Cc1ccc2nc3c(cc(C(=O)NC4CCCCC4)c(=N)n3C3CCCCC3)c(=O)n2c1	-0.6%	-8%	-0.9	7%	1%	0%	-8%	4%	.
Cc1ccc([N+](=O)[O-])cc1NC(=O)Nc1ccc(S(N)(=O)=O)cc1	-0.2%	-10%	-3.2	-12%	16%	.	-4%	-3%	i
CCCCC(=O)OCc1c(-c2ccccc2)ncc2ccccc12	8.4%	0%	2.1	5%	-1%	4%	13%	19%	i
O=c1cc(N2CCN(c3ccc(F)cc3)CC2)[nH]c(=O)n1-c1cccc(Br)c1	-0.2%	-6%	.	0%	?	.	.	.	.
Cn1nnnc1Sc1ncnc2scc(-c3ccccc3)c12	?	-27%&-3%	-0.9	?	-5%&-16%&3%	?	?	11%	?
O=S(=O)(Cc1ccc(Cl)cc1)N1CCN(Cc2ccc3c(c2)OCO3)CC1	0.4%	3%	-1.3	12%	8%	22%	6%	16%	i
COc1ccc(C(=O)c2ccc(OC)c(OC)c2OC)cc1	-0.8%	-24%	0.1	-26%	-16%	-14%	25%	0%	?
C[C@@H]1CN([C@@H](C)CO)C(=O)c2cc(NC(=O)Nc3ccc4c(c3)OCO4)ccc2O[C@H]1CN(C)S(=O)(=O)c1cn(C)cn1	-0.5%	6%	0.0	2%	0%	0%	4%	-5%	i
CCCCn1c(SCC(=O)Nc2ccc(OCC)cc2)nc2ccsc2c1=O	0.2%	-2%	.	?	2%	.	.	.	.
COc1ccccc1NC(=O)CSc1nnc(Cn2c(=O)sc3ccccc32)n1C	-0.6%	31%	-3.3	18%	16%	7%	-1%	5%	i
COc1ccccc1CCc1nnc(N)s1	-0.4%	-7%	0.8	?	-6%	9%	-3%	7%	i
CNc1cncc(-c2ccc(O)cc2C)n1	1.2%	1%	-0.7	-8%	.	18%	.	-2%	i
Cc1ccc(NC(=O)c2cc([N+](=O)[O-])ccc2NCc2cccnc2)cc1Cl	3.0%	-21%	-1.8	?	?	-8%	?	15%	i
Cc1cccc(NC2=C/C(=N/S(=O)(=O)c3cccs3)c3ccccc3C2=O)c1	8.4%	1%	1.8	?	?	?	?	6%	?
COc1ccc(Cn2nnnc2C(c2ccccn2)N2CCN(c3ccc(O)cc3)CC2)cc1 (stereo not given)	.	-14%	.	-17%	0%	.	-17%	.	.
CCc1ccc(OCC(=O)Nc2ccc3oc(-c4ccc(OC)cc4)nc3c2)cc1	0.7%	-3%	.	2%	5%	16%	6%	.	i
CCc1nc2ccc(C(=O)N3CCN(c4cc(Cl)ccc4C)CC3)cc2nc1CC	0.7%	-31%	.	?	-2%	.	.	.	.
COc1ccc(C(=O)Nc2ncccc2C)cc1S(=O)(=O)N1CCCc2ccccc21	0.3%	5%	-0.8	?	-1%	-1%	2%	-5%	i

Look-ups from the entries so far.
O=S(=O)(Cc1ccc(Cl)cc1)N1CCN(Cc2ccc3c(c2)OCO3)CC1 in Nrf2 block = 6%
Cc1ccc2nc3c(cc(C(=O)NC4CCCCC4)c(=N)n3C3CCCCC3)c(=O)n2c1 in EPAC2 ag = 4%
O=C(COC(=O)C1CCN(S(=O)(=O)c2c(Cl)cccc2Cl)CC1)NCc1ccco1 in Nrf2 ARE act = 2.1%
COc1ccccc1CCc1nnc(N)s1 in IL2 activator = 0.8

Just S2 tox and TGFb SMAD3 inh (2 entries from above):
Structure | S2 tox | TGFb SMAD3 inh
Cc1ccc([N+](=O)[O-])cc1NC(=O)Nc1ccc(S(N)(=O)=O)cc1 | i | -12%
CCc1ccc(OCC(=O)Nc2ccc3oc(-c4ccc(OC)cc4)nc3c2)cc1 | i | 2%

The results go on.
SMILES	Nrf2 ARE act	HepG2 viability	IL2 activator	TGFb SMAD3 inh	A549 tox	ATXN2 expr inh	Nrf2 block	EPAC2 ag	S2 tox
Cc1nc2c(C)cccn2c(=O)c1NC(=O)c1cccc2ccccc12	-0.3%	1%	1.6	10%	0%	-10%	-7%	-6%	i
O=C(Cn1ccc2ccccc2c1=O)NCCC(=O)N1CCN(c2cccc(C(F)(F)F)c2)CC1	-0.3%	-13%	-4.0	-6%	-7%	-11%	?	6%	i
Cc1ccccc1Oc1ccc2c(c1)[C@@H]1C[C@H](N(C)C(=O)NC3CCCCC3)[C@H]([C@H](C)O)C(=O)N1CC2	3.3%	4%	-0.2	-46%	-19%	-11%	?	7%	?
CC(C)OC(=O)c1cccnc1N1CCN(c2cccc(Cl)c2)CC1	0.4%	-19%	-1.4	-20%	7%	.	-21%	10%	i
CCc1ccc(CNC(=O)C2CCN(S(=O)(=O)N3CCCC3)CC2)cc1	-1.2%	-13%	-2.2	0%	2%	13%	6%	4%	i
CCNc1nc(NC(C)C)nc(OCCNS(=O)(=O)c2cc(C)ccc2C)n1	-0.3%	-5%	0.4	-7%	-9%	1%	-6%	1%	i
CCCn1c(NC(=O)C2CCN(S(=O)(=O)c3cccs3)CC2)nc2ccccc21	-0.2%	-15%	-1.6	?	-18%	-36%	?	9%	i
O=C1C=CN(C(=O)Oc2ccccc2)CC1	-0.5%	4%	-0.7	2%	-3%	17%	3%	-1%	i
C=C1C2(C(=O)NCc3ccco3)CCC(C2)C1(C)C (stereo not given)	-0.3%	4%	-0.8	1%	-3%	3%	1%	0%	i
CC(NC(=O)OCc1ccccc1)C(=O)Oc1cc2oc(=O)cc(-c3ccccc3)c2cc1Cl (stereo not given)	-0.6%	-24%	-1.5	0%	2%	1%	0%	9%	.
CN(CC(=O)Nc1ccccc1F)CC(=O)Nc1ccccc1Br	0.4%	-2%	-2.0	0%	1%	-3%	2%	-5%	i
CCN(Cc1ccccc1)C(=O)CSc1nncn1C	-0.1%	-5%	0.6	6%	-7%	15%	5%	0%	i
Cc1ccc(S(=O)(=O)N2CCCC2C(=O)NCc2ccccc2F)cc1 (stereo not given)	0.1%	2%	0.5	8%	2%	2%	4%	11%	i
Cc1nc(NC(=O)c2ccc([N+](=O)[O-])cc2Cl)sc1C(=O)N(C)C	-0.2%[9.22 µM]	7%	0.0	-4%	0%	4%	?	7%	i
CSCCC1NC(=O)N(CC(=O)Nc2ccc(Cl)c(S(=O)(=O)N3CCOCC3)c2)C1=O (stereo not given)	0.1%	-1%	-0.2	-4%	2%	-12%	5%	-1%	i
O=C(NC1CCCCC1)C(c1ccccc1)N(C(=O)Cc1ccsc1)c1ccccc1 (stereo not given)	-0.3%	3%	-1.1	-1%	0%	-1%	4%	12%	?
NS(=O)(=O)c1ccc(CCNC(=O)CN2CCN(c3ccccc3O)CC2)cc1	-0.9%	14%	0.0	-3%	16%	.	3%	14%	i
Cc1csc(=O)n1CC(=O)OCC(=O)Nc1ccc(Cl)cc1F	-0.4%	-13%	-3.7	-11%	-5%	2%	6%	1%	i
CCN(CC)S(=O)(=O)c1ccc2[nH]cc(C(=O)NCCCN3CCCCC3C)c(=O)c2c1 (stereo not given)	0.3%	-3%	0.3	-1%	4%	8%	-2%	13%	i
Cc1ccc2oc(-c3cccc(NC(=O)c4cccc5c(Cl)cccc45)c3)nc2c1	7.5%	-16%	.	2%	-2%	39%	19%	.	i
COc1ccc(NC(=O)NCc2cccnc2)cc1OC	-0.2%	9%	1.4	-11%	-6%	-1%	-1%	10%	?
CC(=O)N1C[C@@H](CO)[C@@H](N(C)C(=O)C(C)(C)C)C[C@H]1c1ccccc1	-0.1%	2%	1.2	-12%	.	4%	.	6%	i
Cc1c(-c2ccccn2)c(=O)[nH]n1-c1ccc(F)cc1	?	0%	-3.4	0%	-1%	?	11%	1%	i
CCOC(=O)N1CCN(C(=O)CCN2C(=O)COc3ccc(C)cc32)CC1	-0.7%	18%	-2.6	2%	0%	-2%	-8%	1%	i
O=c1c(Cc2c(F)cccc2Cl)c(O)ccn1CCCn1ccnc1	-0.1%	-35%	-0.3	-12%	1%	.	2%	2%	i
Cc1nn(Cc2ccc([N+](=O)[O-])cc2)c(=O)n1-c1ccc(Cl)cc1	0.5%	-40%	-0.4	4%	4%	3%	12%	2%	i
CCOC(=O)c1c(N)nn(C(=O)c2ccccc2)c1-c1ccccc1	1.8%	-11%	-2.7	-2%	?	-6%	?	11%	i
Cc1cc(C)cc(NC(=O)CC2NCCNC2=O)c1 (stereo not given)	-0.1%	-11%	-3.2	-4%	0%	1%	13%	13%	i
